EphA4 KYL inhibition: EphA4 ligand-binding antagonists – biochemical, colorimetric, mouse EphA4, primary screen (AID 689); EphA4-AP binding to KYL peptide, pNPP A405; higher % means a stronger effect; inhibition, % at 10 µM; hits with a dose series show IC50 in µM; hit rate 0.1% among 62,000; in the data active means a potency from the dose series; inactive means the rest, 99 in 100 with inhibition below about 22%
Numbers without * were called inactive.

Start of the listing, in advance, two compounds:
SMILES	EphA4 KYL inhibition
Cc1ccc(S(=O)(=O)Cc2csc(N)n2)cc1	-0.4%
COc1ccccc1CNC(=O)CCCn1c(=O)c2ccccc2n(CC(=O)NC2CCCC2)c1=O	-18.7%

All compounds of this part, from the first entry:
SMILES	EphA4 KYL inhibition
Cc1ccc(S(=O)(=O)Cc2csc(N)n2)cc1	-0.4%
COc1ccccc1CNC(=O)CCCn1c(=O)c2ccccc2n(CC(=O)NC2CCCC2)c1=O	-18.7%
Cn1cc(C(=O)c2ccc(Cl)cc2Cl)cc1C(=O)O	-1.3%
O=C(NCC(=O)N(CC1CCCO1)C(C(=O)NC1CCCCC1)c1ccc(F)cc1)c1ccco1 (stereo not drawn)	-5.1%
N#C[C@H]1[C@H](c2ccccc2)[C@](C#N)(C(=O)c2ccccc2)[C@@H]2C=Cc3ccccc3N21	33.3%
CCc1ccc(NS(=O)(=O)c2cc(OC)ccc2OC)cc1	-2.8%
Nc1cc(-c2ccc(Br)cc2)nn1S(=O)(=O)c1cccc2nsnc12	-21.7%
COc1cc(NC(=O)COc2ccccc2C)cc([N+](=O)[O-])c1	7.2%
CC(C)(CNC(=O)c1cc2ccccc2o1)N1CCOCC1	-8.0%
Cc1cccc(NC(=O)CSc2nc3ccc(N4C(=O)c5ccccc5C4=O)cc3s2)c1C	-11.5%
COCCN1Cc2cccc(C(=O)Nc3ccc4c(c3)OCCO4)c2C1=O	-10.7%
CCN(CC)C(C(=O)Nc1ccc(C(C)C)cc1)c1ccc2c(c1)OCO2 (stereo not drawn)	-9.2%

Shown as a markdown table: entries from further up
| smiles | EphA4 KYL inhibition |
| --- | --- |
| COCCN1Cc2cccc(C(=O)Nc3ccc4c(c3)OCCO4)c2C1=O | -10.7% |
| COc1cc(NC(=O)COc2ccccc2C)cc([N+](=O)[O-])c1 | 7.2% |

The listing continues.
SMILES	EphA4 KYL inhibition
COCC(=O)N(CCc1ccc(OC)c(OC)c1)Cc1nc2ccccc2c(=O)[nH]1	-16.8%
O=C(Nc1nccc(-c2cccs2)n1)c1ccccc1Cl	-8.8%
CCCC(=O)Nc1cccc(-c2nc3cc(C)c(C)cc3o2)c1	-0.5%
Cn1c2ccc(Cl)cc2c2nc3ccccc3nc21	-1.5%
C=CCCC(=O)Nc1nc(C)c(-c2csc(Nc3ccccc3OC)n2)s1	-3.4%
Nc1ccc(C23CC4CC(CC(CO)(C4)C2)C3)cc1	9.4%
Cc1cc(/C=C2\C(=O)NC(=O)N(c3ccccc3F)C2=O)c(C)n1-c1cccc([N+](=O)[O-])c1	3.2%
CC(C)CCn1c(=O)c2ccccc2n2c(CN3C(=O)NC4(CCC(C)CC4)C3=O)nnc12 (stereo not drawn)	-4.4%
Cc1csc2nc(CSc3nc4ccccc4o3)cn12	-2.7%
FC(F)(F)c1nnc2c(Sc3ccc(Cl)cc3)nc3ccccc3n12	7.0%
Cc1nc2c(C(=O)NCc3ccccc3)c[nH]n2c(=O)c1Cl	-2.1%
O=C(O)c1ccc(NC(=S)N/C(=N/S(=O)(=O)c2ccc(Cl)cc2)c2ccccc2)cc1	-6.4%
CCc1nnc(SCC(=O)NC2CCCC2)nc1CC	-5.0%
Cc1ccccc1C(=O)Nc1ccc([N+](=O)[O-])cn1	-4.7%
c1cc2c3c(cccc3c1)C(N1CCCCC1)=N2	9.7%
COC(=O)c1cc(Br)c(C)c(NC(C)=O)c1[N+](=O)[O-]	-14.0%
COc1ccc(-c2csc(N(CC3CCCO3)C(=O)c3cccs3)n2)cc1 (stereo not drawn)	9.5%
Cc1ccc(-c2cc3nc(C)c(Cl)c(=O)n3[nH]2)cc1	5.0%
CCOC(=O)N1CCN(S(=O)(=O)c2ccc(OCC(=O)OC)c(Cl)c2)CC1	-5.1%
CCN(CC)C(=O)C1CC(c2ccc(OC)cc2)=NO1 (stereo not drawn)	-9.5%
O=C(NC1CCCC1)C(c1ccc(F)cc1)N(Cc1ccc(F)cc1)C(=O)c1ccn[nH]1 (stereo not drawn)	-10.2%
CCCC(C(=O)O)N1C(=O)/C(=C2\C(=O)N(C)c3ccccc32)SC1=S (stereo not drawn)	-2.1%
COc1ccc(C(=O)/C=C/Nc2cccc(Cl)c2Cl)cc1	-2.1%
COc1ccc(NC(=O)c2ccccc2F)cc1Cl	-0.9%
COC(=O)c1cc2oc3ccccc3c2n1CC(=O)Nc1ccccc1OC	11.7%
O=[N+]([O-])c1nn(-c2ccccc2)n(O)c1=NCc1ccc2c(c1)OCO2	-12.9%
Cc1ccc(SCC(=O)Nc2ccc(N3CCN(c4ccccc4)CC3)c(F)c2)cc1	-9.6%
Cc1ccc(NS(=O)(=O)c2cc(C(=O)NCCSc3ccc(C)cc3)ccc2C)cc1	2.0%
COc1ccc(Cl)cc1C(=O)Nc1ccccc1I	2.7%
COc1ccccc1-c1c(C(F)(F)F)oc2cc(OC(=O)c3ccco3)ccc2c1=O	-3.4%
COc1cccc(C(=O)COC(=O)C(C)N2C(=O)c3ccccc3C2=O)c1 (stereo not drawn)	-14.3%
CN1CCN(Cc2c(O)ccc3cc(-c4nc5ccccc5s4)c(=O)oc23)CC1	-9.8%
CC(=O)Nc1ccc(S(=O)(=O)c2ccc(N)cc2)cc1	-13.6%
Cn1c(SCc2c(Cl)cccc2Cl)nnc1-c1cccs1	4.8%
O=C1CC(N2CCN(Cc3ccccc3)CC2)C(=O)N1CCc1ccccc1 (stereo not drawn)	-4.8%
COc1ccc(Oc2ccc(N)cc2)cc1	-13.9%
COc1ccc2[nH]c(C)c(CCN3C(=O)C4CC=CCC4C3=O)c2c1 (stereo not drawn)	1.7%
Cc1cc(NC(=O)CSc2nc(-c3ccccc3)cc(-c3ccccc3)n2)no1	-1.4%
Cc1ccccc1-c1nc2ccccc2c(=O)n1/N=C/c1c[nH]c2ccccc12	-1.4%
O=[N+]([O-])c1ccc(N2CCN(CCOc3nonc3-c3ccccc3)CC2)c(Cl)c1	-13.1%
Cc1c(C(=O)N2CCOCC2)[nH]c2c1C(=O)CC(c1ccc(Cl)cc1)C2 (stereo not drawn)	-4.0%
O=C(Nc1ccccc1O)c1cc(S(=O)(=O)N2CCOCC2)c(Cl)cc1Cl	-7.6%
CCOc1ccc(C(C)=O)cc1COC(=O)C1=COCCO1	-2.7%
C=CCn1c(SCC(=O)Nc2nccs2)nnc1-c1ccco1	3.3%
COC(=O)C1=C(C)NC2=C(C(=O)CC(C)(C)C2)C1c1cn(Cc2ccc(Br)cc2)nc1-c1ccccc1 (stereo not drawn)	15.1%
Cc1cc(C(N)=O)c2ccccc2n1	-13.9%
CC(C)c1ccc(NC(=O)c2c(Cl)cccc2Cl)cc1	3.8%
CC(C)(C)c1nnc(NC(=O)NS(=O)(=O)c2ccccc2)s1	6.3%
CCC(=O)Nc1ccc2nn(-c3ccc(C)c(Cl)c3)nc2c1	3.8%
CCC(C(=O)N1CCN(C(=O)c2ccco2)CC1)c1ccccc1 (stereo not drawn)	-12.2%
COc1ccc(C)cc1NC(=O)CSc1nnc(-c2ccco2)n1Cc1ccco1	-22.8%
CCCN(CCC)C(=O)c1ccccc1NC(=O)c1ccccc1Cl	-11.8%
CC(=O)OCC12COC(C)C(C1)C(C)=CC2C (stereo not drawn)	-3.4%
CCOC(=O)c1c(NC(=O)C(F)(OC)C(F)(F)F)sc2c1CCN(C)C2 (stereo not drawn)	-7.3%
COc1cc(C2Nc3ccccc3C(=O)N2c2ccc(C)cc2)ccc1O (stereo not drawn)	1.2%
COc1ccc(/C(N)=N/OC(=O)c2cc(-c3ccccc3)nc3ccccc23)cc1	-7.7%
CC1CC(C)CN(c2ncc3c(n2)CC(c2ccc(Cl)cc2)CC3=O)C1 (stereo not drawn)	-33.7%
CCN(CC)CCN1C(=O)C(=O)/C(=C(/O)c2ccc(OC)cc2)C1c1ccco1 (stereo not drawn)	6.6%
COC(=O)c1ccccc1NC(NC(=O)c1ccco1)C(=O)c1ccccc1 (stereo not drawn)	-8.1%
Cn1c(=O)c2c(nc(Sc3ncccn3)n2Cc2ccc(Cl)cc2)n(C)c1=O	1.0%

2 successive entries already listed:
SMILES	EphA4 KYL inhibition
COC(=O)c1ccccc1NC(NC(=O)c1ccco1)C(=O)c1ccccc1 (stereo not drawn)	-8.1%
Cn1c(=O)c2c(nc(Sc3ncccn3)n2Cc2ccc(Cl)cc2)n(C)c1=O	1.0%

The listing continues:
SMILES	EphA4 KYL inhibition
COc1cc(C=O)cc(OC)c1OS(=O)(=O)c1ccc(NC(C)=O)cc1	0.4%
Cc1cc(NS(=O)(=O)c2ccccc2)c(C)c(Cl)c1O	-13.0%
CC(NC(=O)Cc1cccs1)C(c1cccs1)N1CCN(c2ccccc2F)CC1 (stereo not drawn)	15.1%
Cc1ccccc1-c1n[nH]c(=S)n1C1CCCCC1	-11.6%
CCCC(=O)Nc1cc(C)c(NC(=O)c2ccccn2)cn1	4.3%
CCn1c(NCc2cc(Br)ccc2NS(=O)(=O)c2ccc(C)cc2)nc2ccccc21	-15.1%
COc1cc(/C=C/C(=O)c2c(-c3ccccc3)c3cc(Cl)ccc3[nH]c2=O)cc(OC)c1OC	1.2%
N#Cc1ccccc1NS(=O)(=O)c1ccccc1[N+](=O)[O-]	1.0%
O=C(Nc1ccc2c(c1)OCCO2)NC1(C(F)(F)F)Oc2ccccc2O1	8.3%
COCCCNC(=O)C1CCCCN1S(=O)(=O)c1ccc(F)cc1 (stereo not drawn)	-2.4%
COc1ccc(OC)c(N(CC(N)=O)S(=O)(=O)c2ccc(OC)c(OC)c2)c1	-4.7%
O=C(O)c1ccc(NC(=O)c2ccccc2NC(=O)c2ccccc2Cl)cc1	-5.7%
COc1cccc(CN2CCN(Cc3cccn3C)CC2)c1	5.3%
COc1ccc(C2=NOC(Cn3c(Cc4ccc(Cl)cc4)nc4c3c(=O)n(C)c(=O)n4C)C2)cc1 (stereo not drawn)	39.2%
Cc1c(Br)cc(C(=O)NC2CCCCC2)c(C)c1C	-10.7%
COCc1cc(C)nc(OCC(=O)N/N=C/c2ccc(-c3cccc([N+](=O)[O-])c3)o2)c1C#N	-9.0%
CC(=O)Nc1cc(C(=O)O)cc(N)c1Cl	-3.6%
CCC(C)n1c(-c2ccco2)nc2nc3ccccc3nc21 (stereo not drawn)	-20.5%
O=c1[nH]c(/C=C/c2ccccc2)c([N+](=O)[O-])c(=O)[nH]1	2.4%
COc1cccc(C2CC(c3ccc(Cl)cc3Cl)n3nc(N)nc3N2)c1 (stereo not drawn)	-8.2%
O=C(OCn1ncc(Cl)c(Cl)c1=O)c1cccc(C(F)(F)F)c1	-0.1%
CSc1ccc(S(=O)(=O)N(CC(=O)Nc2cc(C)cc(C)c2)c2ccc(C)cc2)cc1	-8.2%
O=C(NC1CCCC1)C(c1ccncc1)N(Cc1cccs1)C(=O)c1csnn1 (stereo not drawn)	4.0%
COc1ccc(-c2nnc(SCC(=O)NC(=O)NCc3ccccc3)o2)cc1	-11.2%
O=C(Nc1cccc(I)c1)C(c1ccccc1)c1ccccc1	0.2%
Cc1nnc(Nc2ccc3c(c2)ncn3C)c2ccccc12	-20.3%
COC(=O)c1[nH]c2ccc(C)cc2c1NC(=O)Oc1ccccc1	-5.5%
O=C1C(=O)N(CC2CCCO2)C(c2ccc([N+](=O)[O-])cc2)/C1=C(/O)c1ccccc1 (stereo not drawn)	4.0%
O=C(CNC(=O)c1ccc(Cl)cc1)NCCCn1ccnc1	3.5%
COc1ccc(CCN(C(=O)c2ccc(F)cc2)C2=CC3CCC(C2)N3C)cc1OC (stereo not drawn)	-2.0%
O=C(/C=C/c1c[nH]c2ccccc12)c1ccc([N+](=O)[O-])cc1	29.1%
NNC(=O)c1nn(-c2ccc(Cl)cc2)ccc1=O	-2.3%
CCOC(=O)CNC(=O)CSc1nc2cccnc2n1C	-6.7%
CCc1ccc(-c2nn[nH]n2)cc1	-16.1%
N=c1sccn1CC(=O)Nc1ccc(Cl)c(S(=O)(=O)N2CCOCC2)c1	-7.1%
COc1ccc(COC(=O)c2ccc(N3CCCC3=O)cc2)cc1F	0.1%
Cc1ccc(S(=O)(=O)NCC(=O)OC(C(=O)c2ccccc2)c2ccccc2)cc1 (stereo not drawn)	11.7%
CC12CCC(C(=O)Nc3cc(Cl)ccc3Cl)(C/C1=N\O)C2(C)C (stereo not drawn)	5.3%
CCOC(=O)c1cn(CC(=O)Nc2cccc(Cl)c2C)nn1	-18.4%
CCOc1ccccc1C1C2C(=O)N(c3ccccc3)C(=O)C2ON1c1ccccc1 (stereo not drawn)	-16.7%
COc1ccc(OC)c(-c2cc(C3CCN(c4cc(Cl)nc(N)n4)CC3)[nH]n2)c1	-6.7%
COC(=O)c1sc(NC(=O)COc2cccc3ccccc23)nc1C	-1.5%
Cc1cc(F)ccc1S(=O)(=O)Nc1ccccc1C(=O)Nc1ncn[nH]1	4.0%
CC(C)Cn1c(SCC(=O)NC2CCCc3ccccc32)nc(O)cc1=O (stereo not drawn)	-6.6%
CCNC(=O)CC1C(=O)N(c2ccc(F)cc2)C(=O)N1CCc1ccc(OC)cc1 (stereo not drawn)	4.5%
Cc1cc(NC(=O)CCC(=O)N(CC(=O)NC2CCCC2)c2ccc3c(c2)OCCO3)no1	-6.5%
CN1CCN(Cc2cccc(Oc3ccccc3)c2)CC1	-1.5%
O=C(Nc1cccc(-c2cn3cccnc3n2)c1)c1ccc(Br)o1	-16.0%
Cc1cc(C)nc(N(C#N)CC(=O)Nc2ccccc2)n1	-2.6%
Cc1ccc(N(CC(O)CN2CCCC2)S(=O)(=O)c2ccc(C)cc2)cc1 (stereo not drawn)	-11.9%
CCN(CC)c1ccc(/C=C/c2nc3ccccc3s2)cc1	-0.5%
COc1cc2c(cc1OC)CN(S(=O)(=O)c1ccc3c(c1)OCCO3)CC2	-2.7%
COc1ccccc1-c1nnc(NC(=O)OCC(C)C)s1	-15.4%
O=C(Nc1ccc(S(=O)(=O)Nc2ncccn2)cc1)c1cccc(Br)c1	-6.3%

Pulled by compound from the list above:
SMILES	EphA4 KYL inhibition
Cc1cc(C)nc(N(C#N)CC(=O)Nc2ccccc2)n1	-2.6%
COc1ccccc1-c1nnc(NC(=O)OCC(C)C)s1	-15.4%

These rows are one share of the data; count on the stated rates, not on these rows.
